# ULK1 primary – blocks human autophagy kinase ULK1; AID 1259251; 30,000 compounds, 1.9% hits; AlphaScreen Atg13 phosphorylation by ULK1, luminescence; inhibition, % at 5.96 µM; in the data active = inhibition above about 43%;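 also: 0% = median of compound wells and 100% = no enzyme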
# ASK1 inh – inhibitors of human ASK1 kinase. inhibition, % at 7.44 µM. AlphaScreen MKK6 phosphorylation by ASK1, luminescence. Q99683. 22,000 compounds, 0.99% hits; in the data active = inhibition above about 35%;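 also: 0% = median of compound wells and 100% = no enzyme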
# Active calls of the source: *; nt = no result given. The order is random (roughly 2.3% active in at least one column).
SMILES,ULK1 primary,ASK1 inh
CC(C)N(CCNc1nc(Nc2nc3ccccc3n2C)nc2c1ncn2-c1ccsc1)C(C)C,6.2,-1.9
CC(=O)Nc1ccc(Nc2nc(NCCN3CCOCC3)nc3nc[nH]c23)cc1,-3.7,-11.7
OCCNc1nc(Nc2ccc(N3CCOCC3)cc2)nc2c1ncn2-c1ccccc1,13.0,2.1
CCC(C)n1[nH]c(=O)c2c(C)cc(C)nc21 (stereo unspecified),12.2,nt
Cc1nc(NCc2ccco2)cc(-c2ccncc2)n1,35.2,nt
COc1ccc(N(CN2C(=O)c3ccccc3C2=O)C(=O)c2cccc(OC)c2)cc1,-3.3,nt
Cn1cc(-c2ccc3cnc(Nc4ccc(-n5cnc(-c6ccncc6)n5)cc4)nc3c2)cn1,0.0,-2.4
COc1ccc(CSC(=N)N)cc1Cl,2.3,nt
CCN(CC)c1nc(Nc2ccc(N3CCOCC3)cc2)nc(Nc2ccncn2)n1,8.4,27.9
Cc1nc(-c2ccccc2F)cc(N2CCN(c3ccccn3)CC2)n1,0.7,nt
O=c1cccc(-c2ccccc2)n1Cc1ccc(F)cc1F,-5.3,nt
c1cncc(CNc2ncnc3nc(-c4ccc(N5CCOCC5)nc4)[nH]c23)c1,17.7,5.2
c1cn(-c2ccc(Nc3nc4ncnc(NC5CC5)c4[nH]3)cc2)cn1,5.9,18.6
c1ccc(OCCNc2ccnc(N3CCC(N4CCOCC4)CC3)n2)cc1,-34.0,10.0
CC(C)n1c(N2CCN(Cc3ccc4c(c3)OCO4)CC2)nc2c(NC3CC3)ncnc21,0.7,4.8
CCN(CC)c1nc(NCCN(C(C)C)C(C)C)nc(NC2CCN(Cc3ccccc3)CC2)n1,-8.4,1.4
Oc1ccc(CCNc2cc(-c3ccc(N4CCOCC4)nc3)ncn2)cc1,-14.4,-8.1
CC(C)N(CCNC(=O)c1csc(Nc2ccc(C(F)(F)F)cc2)n1)C(C)C,1.8,-8.5
CN1CCN(C(=O)c2ccc(-c3nc(N)c4ncn(C5CCCCC5)c4n3)cc2)CC1,3.8,-20.6
CC(C)N(CCNc1cc(-c2csc3ccccc23)ncn1)C(C)C,1.4,0.6
C1CCc2nnnn2CC1,1.5,nt
O=C(Nc1ccc2[nH]ncc2c1)c1ccc(SCC(O)c2ccc(Br)cc2)cc1 (stereo unspecified),-7.0,-7.2
C=CCOc1ccccc1OCC(O)CNC(C)C (stereo unspecified),-0.9,nt
Nc1nccc(-c2ccc3nc(C4COc5ccc(Br)cc5C4)[nH]c3c2)n1 (stereo unspecified),-16.8,15.0
CO/N=C(/C(=O)NC1C(=O)N2C(C(=O)OC(C)OC(C)=O)=C(COC(N)=O)CSC12)c1ccco1 (stereo unspecified),-24.7,nt

# Record cards, as listed above. Order of screens: ULK1 primary | ASK1 inh
# CC(C)N(CCNC(=O)c1csc(Nc2ccc(C(F)(F)F)cc2)n1)C(C)C across the screens: 1.8 | -8.5
# Nc1nccc(-c2ccc3nc(C4COc5ccc(Br)cc5C4)[nH]c3c2)n1 (stereo unspecified) across the screens: -16.8 | 15.0
# CCN(CC)c1nc(NCCN(C(C)C)C(C)C)nc(NC2CCN(Cc3ccccc3)CC2)n1 across the screens: -8.4 | 1.4

# Later entries
SMILES,ULK1 primary,ASK1 inh
CC(=O)OC[C@H]1O[C@@](COC(C)=O)(O[C@H]2O[C@H](COC(C)=O)[C@@H](OC(C)=O)[C@H](OC(C)=O)[C@H]2OC(C)=O)[C@@H](OC(C)=O)[C@@H]1OC(C)=O,11.1,nt
Cc1ccc(O)cc1,1.5,nt
Nc1nc(NC2CCN(Cc3ccccc3)CC2)cc(N2CCc3ccccc3C2)n1,-15.2,1.2
Cc1cccc(C)c1NC(=O)C(C)N (stereo unspecified),-4.6,nt
O=C(Nc1ccc2[nH]ncc2c1)C1CCN(C(=O)[C@@H](O)c2ccccc2Cl)CC1,2.4,-2.6
c1cc(-c2cc(N3CCCCC3)nc(-c3ccncc3)n2)ccn1,5.1,nt
O=C(NC1CCN(Cc2ccccc2)CC1)c1ccc(-c2ccccc2)s1,-15.1,-26.5
CC(C)(C)NC(=O)C(=O)NN=C1CCCCCC1,-17.5,nt
CC(O)C(=O)NCCO (stereo unspecified),-8.0,nt
O=C1CCCN1CCn1cnc2c(NC3CCN(Cc4ccccc4)CC3)nc(Nc3ccc(C(F)(F)F)cc3)nc21,-42.0,8.1
Cc1noc(C)c1-c1nc2c(NCCN3CCOCC3)ncnc2n1C(C)C,-0.9,-8.6
O=C(NC1CCN(Cc2ccccc2)CC1)c1cc(N2CCC(N3CCOCC3)CC2)nc2ccccc12,-1.8,3.5
c1nc2c(NCCN3CCOCC3)nc(N3CCOCC3)nc2n1C1CCCCC1,-2.5,-11.1
CC(C)N(CCNc1cc(Nc2ccc(N3CCOCC3)cc2)ncn1)C(C)C,-1.1,-20.4
O=C(Cc1cn(-c2ccc(Nc3ccc(N4CCOCC4)cc3)nn2)c2ccccc12)NCCc1ccc(O)cc1,-2.2,21.0
O=C(c1ccc(Nc2nccc(-c3cncc(N4CCOCC4)c3)n2)cc1)N1CCOCC1,20.1,10.3
O=C(Nc1cccc(CN2CCOCC2)c1)c1cccc(-n2cc(NC(=O)C3CCc4ccccc43)cn2)c1 (stereo unspecified),-18.5,13.1
Cc1ncn(-c2ccc(Nc3nccc(NC4CCNC4)n3)cc2)n1 (stereo unspecified),11.2,-9.5
CC(C)N(CCNC(=O)c1cnc(Nc2ccc(N3CCOCC3)cc2)s1)C(C)C,4.1,-3.2
Fc1cc(-c2ccnc(Nc3ccc(-n4cnc(-c5ccccn5)n4)cc3)n2)cc(N2CCOCC2)c1,0.0,-4.2
NC(=O)Cc1ccc(Nc2nccc(-c3ccccc3)n2)cc1,8.9,-1.1
CS(=O)(=O)c1ccc(NCc2cccnc2)c(F)c1,-2.0,nt
CN1CCN(c2ccc(-c3nc4ccc(C(=O)NCc5cccc(C(F)(F)F)c5)cc4s3)cc2)CC1,11.6,-8.8
CCN(CC)C(=O)C1CCCN(c2cc(C(=O)NCc3nc4ccccc4[nH]3)ccn2)C1 (stereo unspecified),4.2,-3.2
COc1cc2nc(N3CCc4ccccc4C3)nc(Nc3ccc(NC(C)=O)cc3)c2cc1OC,-58.0,-22.8
# (list continues)
SMILES,ULK1 primary,ASK1 inh
c1nc(NC2CC2)c2[nH]c(Nc3ccc(N4CCOCC4)cc3)nc2n1,18.3,10.6
COc1cccc(CNC(=O)c2nc3ccc(-c4ncnc5[nH]ccc45)cc3c(=O)[nH]2)c1,24.9,-34.1
CC(=O)Nc1ccc(Nc2nc(NC3CCN(Cc4ccccc4)CC3)ncc2C)cc1,12.6,14.4
COc1ccc(CC(=O)Nc2cc(Nc3ccccc3NC(C)=O)c(C(F)(F)F)cn2)cc1,41.2,6.8
OCCNc1nc(-c2cccs2)nc2c1ncn2C1CCCCC1,-14.2,1.1
COc1ccc(NC(=O)/C=C2/c3ccccc3CC(C)(C)N2C)cc1,-22.5,nt
Cc1ccc(C(=O)c2oc3ccc(NC(=O)c4ccco4)cc3c2C)cc1,-22.0,nt
CC(C)N(CCNc1cc(-c2ccccc2)ncn1)C(C)C,5.2,4.8
O=C(NCc1cccc(C(F)(F)F)c1)c1ccc2nc(NCc3cccnc3)sc2c1,-2.8,-4.8
FC(F)(F)c1ccc(Cn2cnc3c(Nc4ccc(N5CCOCC5)cc4)nc(Nc4ccc(C(F)(F)F)cc4)nc32)cc1,-18.3,20.8
CC(C)N(CCNc1nc(NC2CCN(Cc3ccccc3)CC2)nc2c1ncn2-c1ccccc1)C(C)C,1.9,-12.4
CC(=O)Nc1ccc(Nc2cc(C)nc(Nc3ccccc3)n2)cc1,-11.8,1.4
COc1cc(Nc2nc(N3CCOCC3)nc3c2ncn3CCN2CCCC2=O)cc(OC)c1OC,0.7,0.9
CS(=O)(=O)c1ccc(NCc2cccnc2)cc1,-4.1,nt
Nc1cccc(-c2nc(NCc3cccc(C(F)(F)F)c3)c3ncn(Cc4ccc(C(F)(F)F)cc4)c3n2)c1,-22.1,21.7
CC(C)n1cnc2c(NCCN3CCOCC3)nc(-c3ccc(C(=O)NC4CC4)cc3)nc21,-11.1,-7.3
O=C(NCCc1ccc(O)cc1)c1cccc(Nc2ccc3ncccc3c2)n1,-42.7,5.9
CCOC(=O)CN1CCN(c2ccc(Cl)cc2)CC1,7.3,nt
C/C(CS(=O)(=O)c1ccc(Cl)c(Cl)c1)=N/NC(N)=S,-9.7,nt
Oc1ccc(CCNc2ccnc(-c3cccs3)n2)cc1,-9.0,17.5
O=C(NCCc1ccc(O)cc1)c1ccc2nc(NCCN3CCOCC3)sc2c1,-1.9,-7.7
COc1cc(-c2cn[nH]c2)cc2c(N)nc(C3COc4ccccc4O3)nc12 (stereo unspecified),-5.1,-12.7
COc1ccc(-c2cccc(C(=O)Nc3cc(OC)c(OC)c(OC)c3)n2)cc1,1.6,4.8
Cn1c(Nc2nc3ncnc(NCc4nc5ccccc5[nH]4)c3[nH]2)nc2ccccc21,2.0,-0.5
O=C(NC1CC1)c1cnc(-c2ccc(N3CCOCC3)nc2)s1,32.5,11.1

# Among those listed so far, 2 have bromine:
SMILES,ULK1 primary,ASK1 inh
O=C(Nc1ccc2[nH]ncc2c1)c1ccc(SCC(O)c2ccc(Br)cc2)cc1 (stereo unspecified),-7.0,-7.2
Nc1nccc(-c2ccc3nc(C4COc5ccc(Br)cc5C4)[nH]c3c2)n1 (stereo unspecified),-16.8,15.0

# Carrying on:
SMILES,ULK1 primary,ASK1 inh
O=C1CCCN1CCCNc1nc(Nc2ccc(N3CCOCC3)cc2)c2ncn(-c3ccsc3)c2n1,13.2,17.2
S=c1nc[nH]c2nc[nH]c12,-3.5,nt
Cn1cc(C(=O)N2CCCC2)c2[nH]c(=O)n(-c3ccc(F)cc3)c(=O)c21,2.5,nt
COc1cc(NC(=O)c2cnc(Nc3nc4ccccc4n3C)s2)cc(OC)c1OC,8.8,21.3
O=C(NC1CCN(Cc2ccccc2)CC1)c1ccnc(Nc2ncccn2)c1,2.8,-3.8
C=CC(C)(O)CC/C=C(\C)CC/C=C(\C)CCC=C(C)C (stereo unspecified),-0.3,nt
COc1cc2nc(Nc3nc4ccccc4n3C)nc(Nc3ccc4c(c3)OCO4)c2cc1OC,-0.9,-5.5
CC(C)n1c(Nc2ccc(N3CCOCC3)cc2)nc2c(NCCOc3ccccc3)ncnc21,-7.5,11.4
O=C(Nc1ccc2[nH]ncc2c1)C1CCCN1C(=O)NCc1ccc(Br)cc1 (stereo unspecified),-7.4,7.2
CCN(CC)C(=O)C1CCCN(C(=S)Nc2ccccc2)C1 (stereo unspecified),-3.3,nt
O=C(NC1CC1)c1ccc(-c2nc(NCc3nc4ccccc4[nH]3)c3ncn(CCN4CCCC4=O)c3n2)cc1,5.5,-0.9
CC(C)NC(=O)c1cccc(NC(=O)Nc2ccc(-c3ccncc3)cc2)c1,-0.5,-4.4
Cc1nn(C)c(C)c1-c1nccc(NCc2nc3ccccc3[nH]2)n1,5.8,-13.1
c1ccc(CN2CCC(Nc3nc(Nc4ccc(N5CCOCC5)cc4)c4ncn(C5CCCCC5)c4n3)CC2)cc1,50.8*,22.4
O=C(O)CNS(=O)(=O)c1ccc2c(c1)OCCCO2,8.0,nt
CCN(CC)c1nc(Nc2nc3ccccc3n2C)nc(NC2CC2)n1,-1.1,-6.8
Cc1[nH]ncc1-c1ccc2nc(C3COc4ccccc4O3)nc(SCCN(C)C)c2c1 (stereo unspecified),-18.0,8.6
OCCN1CCN(c2cc(-c3cccnc3)nc(-c3ccccc3)n2)CC1,-2.8,nt
c1cc(-n2cnc3c(Nc4ccc(N5CCOCC5)cc4)nc(N4CCOCC4)nc32)cs1,42.4,-10.5
CN1CCN(C(=O)c2ccc(-c3nc(Nc4ccc(Oc5ccccc5)cc4)c4ncn(-c5ccsc5)c4n3)cc2)CC1,1.8,-2.9
COc1cc2nc(Nc3cnccn3)nc(NCc3ccccc3)c2cc1OC,-5.8,5.8
O=C1c2ccccc2C(=O)C1c1ccccc1,7.2,nt
CC(=O)Nc1ccc(Nc2nc(NCc3ccc4c(c3)OCO4)ncc2C)cc1,-4.5,20.2
Cc1cnc(Cl)nc1NCc1cccc(C(F)(F)F)c1,0.6,0.2
Cc1cccc(CC(=O)Nc2cnn(-c3cccc(C(=O)Nc4cccc(C)n4)c3)c2)c1,-8.4,-22.3

# Look-ups from the list:
# ULK1 primary, CC(=O)Nc1ccc(Nc2nc(NCc3ccc4c(c3)OCO4)ncc2C)cc1 stands at -4.5
# ASK1 inh, NC(=O)Cc1ccc(Nc2nccc(-c3ccccc3)n2)cc1 stands at -1.1
# ASK1 inh, CC(C)N(CCNc1cc(-c2ccccc2)ncn1)C(C)C stands at 4.8
# ULK1 primary, Cc1[nH]ncc1-c1ccc2nc(C3COc4ccccc4O3)nc(SCCN(C)C)c2c1 (stereo unspecified) stands at -18.0
# ASK1 inh, CCN(CC)c1nc(Nc2ccc(N3CCOCC3)cc2)nc(Nc2ccncn2)n1 stands at 27.9

# (more compounds)
SMILES,ULK1 primary,ASK1 inh
CCOc1ccc(Nc2nccc(-c3ccc(S(C)(=O)=O)cc3)n2)cc1,-2.6,4.3
COc1ccc(-c2ccc(C(=O)Nc3cc(OC)c(OC)c(OC)c3)s2)cn1,-14.5,-3.0
OCCNc1cc(N2CCc3ccccc3C2)ncn1,-7.1,-8.9
COCCN(Cc1cccc(OC)c1)C(=O)c1nc2ccc(-c3ccncc3)cc2s1,-16.1,-2.0
O=C(NCc1ccc(Cl)cc1)NCc1nnnn1-c1ccc(F)cc1,-10.8,nt
c1ccc(CN2CCC(Nc3nc(Nc4cccnc4)nc4nc[nH]c34)CC2)cc1,16.4,21.0
CC(C)N(CCNc1nc(NCCCN2CCCC2=O)nc2c1ncn2-c1ccccc1)C(C)C,4.7,-17.8
Cc1cc(Nc2ccccc2)nc(-c2ccc(N3CCOCC3)nc2)n1,-7.7,11.1
Cc1ccc(C(=O)N[C@@H](C)c2nc(-c3ccncc3)n[nH]2)s1,-0.2,1.3
Cc1cnc(Nc2ccncn2)nc1NCc1ccccc1,4.0,-6.0
COc1ccc(Nc2nc(C)cc(NCCc3ccccn3)n2)cc1,-0.2,0.5

# High-throughput results (PubChem)
